mHTT-CaM PPI inh: inhibitors of human mutant huntingtin-calmodulin interaction. AlphaScreen His-mHTT/GST-CaM binding, luminescence. inhibition, % at 15 µM. 3.6% of 190,000 active. AID 1671202;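 note: 0% = both proteins with DMSO and 100% = one protein alone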
Target sequence (P42858 whole entry, looked up, stated change not applied): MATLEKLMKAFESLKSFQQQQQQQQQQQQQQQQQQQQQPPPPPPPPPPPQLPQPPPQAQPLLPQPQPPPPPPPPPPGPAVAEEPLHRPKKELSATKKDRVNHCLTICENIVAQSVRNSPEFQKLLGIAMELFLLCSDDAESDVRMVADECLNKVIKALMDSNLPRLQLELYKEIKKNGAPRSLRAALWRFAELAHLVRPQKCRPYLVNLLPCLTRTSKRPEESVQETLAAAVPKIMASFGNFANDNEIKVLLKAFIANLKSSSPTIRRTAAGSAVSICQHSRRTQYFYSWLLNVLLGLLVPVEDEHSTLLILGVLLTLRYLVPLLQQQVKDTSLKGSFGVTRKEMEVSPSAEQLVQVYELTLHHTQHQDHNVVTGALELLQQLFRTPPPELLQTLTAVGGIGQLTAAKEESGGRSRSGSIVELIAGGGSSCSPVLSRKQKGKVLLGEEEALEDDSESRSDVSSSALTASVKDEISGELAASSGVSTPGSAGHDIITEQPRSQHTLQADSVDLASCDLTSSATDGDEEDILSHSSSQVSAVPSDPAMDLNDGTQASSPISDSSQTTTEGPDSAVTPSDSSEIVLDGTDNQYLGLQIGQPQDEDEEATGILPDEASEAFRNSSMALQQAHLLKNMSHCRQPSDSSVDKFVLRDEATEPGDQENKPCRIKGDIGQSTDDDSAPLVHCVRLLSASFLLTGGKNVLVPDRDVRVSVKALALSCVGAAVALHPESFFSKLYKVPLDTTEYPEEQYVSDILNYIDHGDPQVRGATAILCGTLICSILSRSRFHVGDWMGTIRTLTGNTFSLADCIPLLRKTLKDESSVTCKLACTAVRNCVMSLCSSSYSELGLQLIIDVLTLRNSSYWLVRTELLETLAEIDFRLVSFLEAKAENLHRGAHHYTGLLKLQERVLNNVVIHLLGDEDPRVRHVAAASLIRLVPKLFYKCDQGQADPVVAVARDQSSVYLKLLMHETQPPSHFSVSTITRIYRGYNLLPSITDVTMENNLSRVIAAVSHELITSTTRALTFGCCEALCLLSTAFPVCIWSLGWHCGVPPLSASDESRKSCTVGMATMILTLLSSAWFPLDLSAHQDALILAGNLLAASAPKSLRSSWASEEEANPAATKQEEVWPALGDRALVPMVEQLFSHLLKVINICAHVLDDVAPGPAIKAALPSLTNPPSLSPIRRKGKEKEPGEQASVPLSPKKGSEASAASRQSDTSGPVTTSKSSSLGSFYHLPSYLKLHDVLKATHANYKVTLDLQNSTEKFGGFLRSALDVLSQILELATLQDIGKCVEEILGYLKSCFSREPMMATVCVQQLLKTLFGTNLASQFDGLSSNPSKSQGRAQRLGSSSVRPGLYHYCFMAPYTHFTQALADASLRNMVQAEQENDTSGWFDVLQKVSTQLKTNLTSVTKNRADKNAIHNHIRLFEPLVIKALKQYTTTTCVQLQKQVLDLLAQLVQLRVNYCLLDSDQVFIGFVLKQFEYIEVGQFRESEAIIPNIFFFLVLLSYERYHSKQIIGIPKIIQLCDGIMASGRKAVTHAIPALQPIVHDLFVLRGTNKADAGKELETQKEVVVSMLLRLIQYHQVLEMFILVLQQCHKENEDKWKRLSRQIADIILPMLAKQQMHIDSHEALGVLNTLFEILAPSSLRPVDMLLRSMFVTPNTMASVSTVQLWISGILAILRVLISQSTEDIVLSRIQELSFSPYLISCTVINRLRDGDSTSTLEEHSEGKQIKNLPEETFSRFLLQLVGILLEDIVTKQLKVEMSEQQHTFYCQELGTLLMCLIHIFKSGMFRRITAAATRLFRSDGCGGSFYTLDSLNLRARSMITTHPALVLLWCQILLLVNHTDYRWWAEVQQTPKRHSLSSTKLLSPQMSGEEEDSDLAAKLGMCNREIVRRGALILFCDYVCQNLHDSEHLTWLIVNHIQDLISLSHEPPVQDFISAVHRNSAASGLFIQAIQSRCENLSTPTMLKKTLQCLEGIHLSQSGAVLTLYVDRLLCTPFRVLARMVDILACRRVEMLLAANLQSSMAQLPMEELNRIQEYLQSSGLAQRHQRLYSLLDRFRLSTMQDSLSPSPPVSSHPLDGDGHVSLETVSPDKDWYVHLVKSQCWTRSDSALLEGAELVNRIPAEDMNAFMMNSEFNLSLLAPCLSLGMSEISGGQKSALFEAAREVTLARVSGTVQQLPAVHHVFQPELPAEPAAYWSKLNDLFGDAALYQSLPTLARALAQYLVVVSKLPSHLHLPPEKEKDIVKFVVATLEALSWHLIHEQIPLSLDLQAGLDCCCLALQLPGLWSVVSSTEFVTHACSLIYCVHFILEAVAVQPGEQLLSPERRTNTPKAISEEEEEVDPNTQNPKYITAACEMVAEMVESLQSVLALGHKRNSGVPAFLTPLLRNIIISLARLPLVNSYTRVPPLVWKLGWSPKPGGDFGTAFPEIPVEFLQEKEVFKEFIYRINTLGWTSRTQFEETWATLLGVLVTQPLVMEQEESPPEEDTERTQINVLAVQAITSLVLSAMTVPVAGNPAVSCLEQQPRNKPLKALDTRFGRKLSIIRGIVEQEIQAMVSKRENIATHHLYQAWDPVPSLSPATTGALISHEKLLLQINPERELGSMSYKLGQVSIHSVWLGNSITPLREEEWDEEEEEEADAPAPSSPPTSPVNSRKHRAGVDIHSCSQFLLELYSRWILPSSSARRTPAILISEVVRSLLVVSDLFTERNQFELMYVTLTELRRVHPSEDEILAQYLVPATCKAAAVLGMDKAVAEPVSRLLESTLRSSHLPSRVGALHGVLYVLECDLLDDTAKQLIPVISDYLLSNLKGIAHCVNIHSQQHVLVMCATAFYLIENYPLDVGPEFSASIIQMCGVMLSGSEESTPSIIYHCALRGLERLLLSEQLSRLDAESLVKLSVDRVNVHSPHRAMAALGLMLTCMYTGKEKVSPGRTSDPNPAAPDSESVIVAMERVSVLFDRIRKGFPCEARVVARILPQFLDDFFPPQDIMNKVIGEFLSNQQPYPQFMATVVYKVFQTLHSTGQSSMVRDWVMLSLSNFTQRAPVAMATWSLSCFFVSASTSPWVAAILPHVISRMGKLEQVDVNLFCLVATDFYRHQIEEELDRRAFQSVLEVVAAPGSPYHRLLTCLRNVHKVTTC
Pf apPOL block: Pf-apPOL DNA polymerase inhibition; Recombinant Pf-apPOL, molecular beacon fluorescence, 1.5 h; AID 1794808; inhibition, % at 10 µM; 0.25% of 210,000 active
* marks the source's active call; other numbers are inactive results; x = no result given; & = joins results of further samples. Cut-off read from the data, not from the text of the source: active = inhibition above about 50%; inactive = the rest.

1	O=C(NC1CCCCC1)c1cccc(-c2cnc(N3CCCCC3)nc2)c1
2	CSC1=N/C(=C/c2ccc(Br)cc2)C(=O)S1
3	COc1cc(C=NNC(=O)CSCc2c(C)c(C)c(C)c(C)c2C)cc(OC)c1OC
4	Cc1ccccc1OCC(=O)N1CC2CC(NC(=O)c3cccnc3)C1C2 (stereo not drawn)
5	COc1cc(OC)c(NC(=O)N2CCOc3ccc(C)cc32)cc1Cl
6	CC1=NS(=O)(=O)N(C)C=C1C(=O)OCc1ccccc1
7	COc1ccc(NC(=O)c2cc3ccccc3oc2=O)c(OC)c1
8	CC(C)(C)CC(=O)N1CCC(COc2ccccc2C(=O)N2CCOCC2)CC1
9	COc1cc(C(C)=O)ccc1Oc1ncnc(N)c1[N+](=O)[O-]
10	OCCN1CCN(CCCN2c3ccccc3Sc3ccc(C(F)(F)F)cc32)CC1
assay / entry	1	2	3	4	5	6	7	8	9	10
Pf apPOL block	5	6	-11	0	-3	-25	1	-4	-3	0
mHTT-CaM PPI inh	-5	7	x	0	0	-9	3	-1	1	x

11	CCC(=O)N1CCc2cc(N3CC(C(=O)NCc4cccs4)CC3=O)ccc21 (stereo not drawn)
12	CCOc1cc(/C=C2/C(=O)ON=C2C)ccc1OCc1ccc(Br)cc1
13	CCC(C)NC(=O)C1CCC(c2ccccc2)N(C(C)=O)C1 (stereo not drawn)
14	N#Cc1c(C(F)(F)F)cc(-c2cccs2)[nH]c1=S
15	c1cncc(CCNc2ncnc3c2CCC3)c1
16	COC(=O)c1cnc(Nc2cccc(C(F)(F)F)c2)c([N+](=O)[O-])c1
17	COCCCNS(=O)(=O)c1ccccc1
18	CC(=O)C1=C(C)NC(SCC(=O)c2ccc([N+](=O)[O-])cc2)=C(C#N)C1c1cccc(C)c1 (stereo not drawn)
19	COC(=O)c1c(NC(=O)c2cc(C)no2)sc(C)c1C
20	O=C(c1cccc(C(F)(F)F)c1)N1CCCC(C(=O)N2CCCC2)C1 (stereo not drawn)
assay / entry	11	12	13	14	15	16	17	18	19	20
Pf apPOL block	1	11	0	x	6	1	8	1	-4	12
mHTT-CaM PPI inh	4	13	-4	-4	8	x	-8	64*	-17	34

21	O=C(c1cccs1)N1C[C@@H](O)[C@H](n2cc(C3CC3)nn2)C[C@@H]1c1ccccc1
22	Cc1nnc2ccc(NC(=O)Nc3cccc(F)c3)cn12
23	O=C(c1ccc(-c2nc(-c3ccccc3)no2)cc1)N1CCCCC1
24	Cc1ccc(NC(=O)CN2CCC3(CC2)N=C(c2cccc(F)c2)C(=O)N3)cc1
25	CCC1CCCCN1S(=O)(=O)c1cc(Br)cc2c1N(C(C)=O)C(C)C2 (stereo not drawn)
26	Cc1ccccc1CC(=O)Nc1ccc2c(N3CCOCC3)ncnc2c1
27	CC1=C(C)CC2C(=O)C(c3ccc(C(C)C)cc3)=CC(=O)C2C1 (stereo not drawn)
28	O=C(C1CCCN(S(=O)(=O)N2CCCC2)C1)N1CCc2nc3cc[nH]n3c(=O)c2C1 (stereo not drawn)
29	CCCCCCN1CCN(C2CN(Cc3cn(Cc4ccc(C(F)(F)F)cc4)nn3)S(=O)(=O)C2)CC1 (stereo not drawn)
30	Cc1cc(F)ccc1NC(=O)C1CCCN(C(=O)c2ccccc2F)C1 (stereo not drawn)
assay / entry	21	22	23	24	25	26	27	28	29	30
Pf apPOL block	-2	6	-6	5	-3	-5	-23	-2	-4	-38
mHTT-CaM PPI inh	5	2	-13	34	20	9	32	11	19	25

31	CSC1=NCCN1C(=O)c1nn(-c2ccccc2)nc1C
32	CC(=O)Nc1ccc(S(=O)(=O)N2CC(=O)NC(=O)C2)cc1
33	O=S(=O)(NCc1ccc(F)c(Cl)c1)c1c[nH]c2ncccc12
34	Cc1[nH]c(=O)[nH]c(=O)c1N(C)C
35	CCCC(=O)N1CCC(c2nc(C(=O)N3CCCCC3)c(C)o2)CC1
36	COc1ccc(C(Nc2ccccn2)c2ccc3ccc(C)nc3c2O)cc1C (stereo not drawn)
37	COC(=S)NC(=O)C=Cc1ccccc1
38	CC1=C(C(=O)Nc2cccnc2)C(c2cccc(O)c2)n2nc(SCc3ccccc3)nc2N1 (stereo not drawn)
39	COc1ccc(-c2c[n+](CC(=O)c3ccc(Cl)cc3)c3n2CCCCC3)cc1
40	CCOc1ccc(N(C(C)C(N)=O)S(C)(=O)=O)cc1 (stereo not drawn)
assay / entry	31	32	33	34	35	36	37	38	39	40
Pf apPOL block	-24	7	-2	x	-7	-6&-20	-8	-5	-26	-11
mHTT-CaM PPI inh	x	-3	-9	-2	11	81*	x	41	15	-7

Quoted from above, entries 22–40
22	Cc1nnc2ccc(NC(=O)Nc3cccc(F)c3)cn12
23	O=C(c1ccc(-c2nc(-c3ccccc3)no2)cc1)N1CCCCC1
24	Cc1ccc(NC(=O)CN2CCC3(CC2)N=C(c2cccc(F)c2)C(=O)N3)cc1
25	CCC1CCCCN1S(=O)(=O)c1cc(Br)cc2c1N(C(C)=O)C(C)C2 (stereo not drawn)
26	Cc1ccccc1CC(=O)Nc1ccc2c(N3CCOCC3)ncnc2c1
27	CC1=C(C)CC2C(=O)C(c3ccc(C(C)C)cc3)=CC(=O)C2C1 (stereo not drawn)
28	O=C(C1CCCN(S(=O)(=O)N2CCCC2)C1)N1CCc2nc3cc[nH]n3c(=O)c2C1 (stereo not drawn)
29	CCCCCCN1CCN(C2CN(Cc3cn(Cc4ccc(C(F)(F)F)cc4)nn3)S(=O)(=O)C2)CC1 (stereo not drawn)
30	Cc1cc(F)ccc1NC(=O)C1CCCN(C(=O)c2ccccc2F)C1 (stereo not drawn)
31	CSC1=NCCN1C(=O)c1nn(-c2ccccc2)nc1C
32	CC(=O)Nc1ccc(S(=O)(=O)N2CC(=O)NC(=O)C2)cc1
33	O=S(=O)(NCc1ccc(F)c(Cl)c1)c1c[nH]c2ncccc12
assay / entry	22	23	24	25	26	27	28	29	30	31	32	33
Pf apPOL block	6	-6	5	-3	-5	-23	-2	-4	-38	-24	7	-2
mHTT-CaM PPI inh	2	-13	34	20	9	32	11	19	25	x	-3	-9

34	Cc1[nH]c(=O)[nH]c(=O)c1N(C)C
35	CCCC(=O)N1CCC(c2nc(C(=O)N3CCCCC3)c(C)o2)CC1
36	COc1ccc(C(Nc2ccccn2)c2ccc3ccc(C)nc3c2O)cc1C (stereo not drawn)
37	COC(=S)NC(=O)C=Cc1ccccc1
38	CC1=C(C(=O)Nc2cccnc2)C(c2cccc(O)c2)n2nc(SCc3ccccc3)nc2N1 (stereo not drawn)
39	COc1ccc(-c2c[n+](CC(=O)c3ccc(Cl)cc3)c3n2CCCCC3)cc1
40	CCOc1ccc(N(C(C)C(N)=O)S(C)(=O)=O)cc1 (stereo not drawn)
assay / entry	34	35	36	37	38	39	40
Pf apPOL block	x	-7	-6&-20	-8	-5	-26	-11
mHTT-CaM PPI inh	-2	11	81*	x	41	15	-7

(cont.)
41	O=C(O)CSc1ncnc2c1oc1ccccc12
42	O=S(=O)(O)c1cc(I)c(O)c2ncccc12
43	COc1ccc(NS(=O)(=O)c2ccc(NC(=O)c3ccccc3Br)cc2)cc1
44	CC(=O)Nc1cccc(NC(=O)Nc2cccc(Cl)c2)c1
45	CCOc1cccc2nnc(NC(=O)c3cccc(C(F)(F)F)c3)n12
46	CCc1onc(C)c1C1CCCN1Cc1ccc(OC)c(CN2CCOCC2)c1 (stereo not drawn)
47	O=C(CSc1n[nH]c(-c2ccccc2)n1)c1cccc([N+](=O)[O-])c1
48	O=C(NC1CCCCCC1)C1CCC(CNS(=O)(=O)c2ccc(Br)s2)CC1 (stereo not drawn)
49	CCc1ccccc1NC(=O)c1ccc(OC)c([N+](=O)[O-])c1
50	Cc1sc(NC(=O)Cn2nc(C(F)(F)F)cc2C)nc1-c1ccccc1
assay / entry	41	42	43	44	45	46	47	48	49	50
Pf apPOL block	2	-194&-3	0	-5	-2	-1	-7	-2	4	3
mHTT-CaM PPI inh	-2	100*	8	-4	10	-8	6	-2	-1	8

51	O=C(Nc1ccccc1)OCCOc1ccccc1
52	O=C(Nc1ccc2oc(-c3cccnc3)nc2c1)c1cc(I)ccc1Cl
53	O=C(Nc1ccc(N2CCCC2)c(Cl)c1)c1ccccc1I
54	C=CCc1cccc(OC)c1OCCOCCN1CCCC1
55	Cc1[nH]c(-c2ccccc2)cc1C(=O)NC1CCCCC1
56	Clc1ccc(SCCOCCN2CCCC2)cc1
57	O=C(NCC(c1cccnc1)N1CCc2ccccc2C1)C(=O)NC1CC1 (stereo not drawn)
58	Clc1cccc(-c2nc(Cn3ccnc3)no2)c1
59	O=C(c1cccnc1SCc1cccc(F)c1)N1CCN(c2ccccn2)CC1
60	CC1CCN(C(=O)COc2ccc(C(C)C)cc2)CC1
assay / entry	51	52	53	54	55	56	57	58	59	60
Pf apPOL block	-2	-6	-9	-1	0	-15	-1	-5	-78	0
mHTT-CaM PPI inh	-22	6	32	3	-2	-2	-2	-8	18	-10

61	Cc1ccc(Cl)cc1NS(=O)(=O)c1ccc2nc(-c3ccccc3)[nH]c2c1
62	O=C(C1CCN(c2cnn(Cc3ccccc3)c(=O)c2)CC1)N1CCCCCC1
63	COc1ccc(C)cc1N1CCN(S(=O)(=O)c2ccc(C)cc2)C(C)C1=O (stereo not drawn)
64	CCN(CC)C(=O)c1nn(-c2cccc(OC)c2)c(=O)c2ccccc12
65	Cc1ccc(C)n1-c1cc(C(F)(F)F)ccc1Cl
66	Cc1ccnc(N2CCC(C(=O)NCCN3CCC(Cc4ccccc4)CC3)CC2)n1
67	COCC(=O)N1CCN(Cc2nc3ccccc3[nH]2)CC1
68	Cc1ccc(S(=O)(=O)N2CC3CC(NC(=O)c4cccnc4)C2C3)cc1C (stereo not drawn)
69	CC(CC(=O)NCCc1ccccc1)S(=O)O (stereo not drawn)
70	CC(C)N(C)C(=O)c1cc(-c2ccc3c(c2)OCO3)on1
assay / entry	61	62	63	64	65	66	67	68	69	70
Pf apPOL block	2	-10	-2	-1	3	0	-2	-2	-8	-6
mHTT-CaM PPI inh	3	21	1	2	24	6	-12	27	-9	1

71	COC(=O)c1ccc(C=C2Oc3cc(OS(=O)(=O)c4ccccc4)ccc3C2=O)cc1
72	Cc1cccc(C)c1NC(=O)CSc1nc2ccccc2[nH]1
73	Oc1ccccc1-c1cc(C(F)F)no1
74	O=S(=O)(c1ccc(-c2ccc(S(=O)(=O)N3CCOCC3)cc2)cc1)N1CCOCC1
75	C=C(C)c1cccc(C(C)(C)NC(=O)Nc2cc(OC)ccc2OC)c1
76	COc1ccc(Cl)cc1C(=O)Nc1sc2c(c1C(N)=O)CCC2
77	CCN(CC)CCCNc1cc(C(F)(F)F)c(C#N)c2nc3ccccc3n12
78	COC(=O)NC(c1ccc(Br)cc1)C(Cl)(Cl)Cl (stereo not drawn)
79	CC(C)(C)C(=O)N1CCC(CCOc2cccc(F)c2)CC1
80	CN(C)c1ccc(CCNC(=O)c2ccc(F)c(F)c2)cc1
assay / entry	71	72	73	74	75	76	77	78	79	80
Pf apPOL block	-1	-1	-4	-13	24	-12	5	-150	-5	2
mHTT-CaM PPI inh	1	-6	-3	-4	6	6	-3	-15	-5	3

81	Cc1ccc(-c2nc3ccc(C)cn3c2NC(=O)CC(C)(C)C)cc1
82	Cc1ccc(-n2ncc3c2ncn2nc(-c4ccccc4Cl)nc32)cc1
83	CCCCNC(=O)OCCSC(=S)NCCC
84	CC1(c2ccc(Cl)cc2)CC(C)(C)N(C(=O)c2ccco2)c2ccccc21 (stereo not drawn)
85	Cc1c(C)n(Cc2ccc(Br)cc2)c(=O)n(Cc2ccc(Br)cc2)c1=O
86	CN(C)CCNCc1ccc2c(c1)n(C)c(=O)n2C
87	COc1ccccc1-c1nc(C2CCN(C(=O)Cc3ccc(C)cc3)CC2)no1
88	Cc1ccc(Cl)cc1NC(=O)C12CCC(C)(C(=O)C1=O)C2(C)C (stereo not drawn)
89	O=C(c1ccc(F)cc1)N1CCN(c2cccc(Cl)c2)CC1
90	CCCNc1cc(N2CCC(CCC(=O)N3CCN(CC)CC3)CC2)ncn1
assay / entry	81	82	83	84	85	86	87	88	89	90
Pf apPOL block	-1	-6	x	-2	1	-1	7	-4	5	-2
mHTT-CaM PPI inh	8	-7	-11	-2	x	4	8	-2	7	11

91	Cc1ccc(-c2cc(C(=O)Nc3ccc(S(N)(=O)=O)cc3)c3ccccc3n2)cc1
92	Cc1cc(-c2nnc(NC(=O)C3(c4ccccc4)CCOCC3)o2)nn1C(C)C
93	CCNC(=O)c1ccc(C)nc1C1CCN(C(=O)C2CC2)CC1
94	COc1cccc(NC(=O)C2CCN(c3nnc4ccc(C(F)(F)F)cn34)CC2)c1
95	CCCCC[C@H](C)N1C[C@@H](COCc2ccccc2)Oc2cc(N3CCC[C@H]3CO)ccc2S1(=O)=O
96	CCN(CC)c1ccc(C=Nc2cc(Cl)ccc2O)c(O)c1
assay / entry	91	92	93	94	95	96
Pf apPOL block	-13	-4	0	-5	-3	-8
mHTT-CaM PPI inh	0	-13	-8	6	14	48
